IEC-6 tox – cytotoxicity in IEC-6 intestinal epithelial cells, primary screen, cytotoxicity control for KLF5 inhibitor project, cell-based, luminescence. inhibition, % at 5 µM. AID 1825, 2009. 290,000 compounds, 0.78% hits. IEC-6 cytotoxicity, luminescence viability; in the data active means inhibition above about 22%;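 further: 0% = plate median of test compound wells and 100% = cytotoxic reference compound wells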
HSF1 activator – HSF-1 activators, primary screen, NIH3T3-HGL cells, MG132 stress, luminescence, single point; NIH3T3-HGL HSF-1 luciferase reporter, 8 h; 100% = twice DMSO control signal; activation, % at 9 µM; 300,000 compounds, 1.7% hits;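 active means mean replicate activation of at least 50% with a set share of replicates each reaching 50%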;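 further: 0% = median of the neutral control wells and 100% = twice that signal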
KLF5 inhibitor – KLF5 expression inhibitors, primary screen, DLD-1 cells, luminescence; DLD-1 KLF5 promoter-luciferase reporter; inhibition, % at 5 µM; AID 1700, 2009; 290,000 compounds, 0.23% hits;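 active means inhibition above a per-plate limit of that plate's mean compound inhibition plus 3 SD, cut at about 60% in these data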;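 further: 0% = DMSO wells and 100% = LY294002 at 200 µM; higher means less KLF5 promoter-driven luciferase light; inactives centre near -14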
HSF1 inh – HSF1 inhibitors in luciferase reporter cells, primary screen, cell-based, NIH3T3, luminescence | NIH3T3-HGL HSE-luciferase, MG132-induced, luminescence 8 h; hits give low values | activity change, negative = inhibition, % at 7.5 µM (by protocol) | AID 2098, 2009 | 300,000 compounds, 0.77% hits;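 active means more than half of replicate wells show activity change below -50%, luminescence cut by over half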;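 further: luciferase reports HSF-1 transcriptional activity via heat shock element; 0% = median of DMSO wells and -100% = zero luminescence signal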
Dyrk1A ADPGlo – rat Dyrk1A kinase inhibitors, primary screen, biochemical, single point, plate reader; Dual specificity tyrosine-phosphorylation-regulated kinase 1A (Rattus norvegicus), Q63470; ADP-Glo luminescence, NFATc1 peptide; inhibition, % at 12.5 µM; 310,000 compounds, 0.43% hits; AID 504441, 2011; in the data active means inhibition above about 50%;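 further: plate controls were vehicle with enzyme for no effect and no enzyme for full effect; many of its hits are not listed in these tables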
GSK3 alpha inh – blockers of GSK3A enzyme activity – biochemical, luminescence, cell-free homogeneous, HTS, primary screen; Glycogen synthase kinase-3 alpha (Homo sapiens), P49840; GSK-3 alpha kinase, ADP-Glo luminescence, 60 min; inhibition, % at 10 µM; 320,000 compounds, 0.1% hits; AID 2650, 2010;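 in the data active means inhibition above about 50%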;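 further: GST-tagged GSK-3 alpha with peptide substrate and 25 µM ATP; 0% = DMSO neutral wells and 100% = GW8510 positive control wells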
Target sequence (P49840 whole entry, looked up): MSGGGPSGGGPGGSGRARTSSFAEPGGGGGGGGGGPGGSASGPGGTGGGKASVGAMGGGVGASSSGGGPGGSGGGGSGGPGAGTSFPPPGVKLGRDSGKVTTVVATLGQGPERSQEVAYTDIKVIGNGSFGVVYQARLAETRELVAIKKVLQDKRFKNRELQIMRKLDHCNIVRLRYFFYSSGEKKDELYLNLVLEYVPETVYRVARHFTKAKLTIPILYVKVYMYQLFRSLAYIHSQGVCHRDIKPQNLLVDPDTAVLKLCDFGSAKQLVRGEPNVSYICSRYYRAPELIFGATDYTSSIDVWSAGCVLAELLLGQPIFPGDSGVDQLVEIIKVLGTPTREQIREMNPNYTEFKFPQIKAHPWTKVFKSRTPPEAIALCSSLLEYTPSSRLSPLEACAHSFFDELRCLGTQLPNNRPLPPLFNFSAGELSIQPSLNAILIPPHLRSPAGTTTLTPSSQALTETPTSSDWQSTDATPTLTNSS
GSK3B inh – human GSK3beta kinase inhibitors, primary screen, biochemical, cell-free homogeneous, HTS | Glycogen synthase kinase-3 beta (Homo sapiens), P49841 | GST-GSK3beta kinase, ADP-Glo luminescence, 60 min; hits give low values | activity score (negative = inhibition), % at 10 µM | 300,000 compounds, 0.038% hits | AID 2097, 2009;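 active means more than half of replicate wells score below -50%, meaning over 50% inhibition versus plate controls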;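 further: 0% = median DMSO wells and -100% = median GW8510 positive control wells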
Target sequence (P49841 whole entry, looked up): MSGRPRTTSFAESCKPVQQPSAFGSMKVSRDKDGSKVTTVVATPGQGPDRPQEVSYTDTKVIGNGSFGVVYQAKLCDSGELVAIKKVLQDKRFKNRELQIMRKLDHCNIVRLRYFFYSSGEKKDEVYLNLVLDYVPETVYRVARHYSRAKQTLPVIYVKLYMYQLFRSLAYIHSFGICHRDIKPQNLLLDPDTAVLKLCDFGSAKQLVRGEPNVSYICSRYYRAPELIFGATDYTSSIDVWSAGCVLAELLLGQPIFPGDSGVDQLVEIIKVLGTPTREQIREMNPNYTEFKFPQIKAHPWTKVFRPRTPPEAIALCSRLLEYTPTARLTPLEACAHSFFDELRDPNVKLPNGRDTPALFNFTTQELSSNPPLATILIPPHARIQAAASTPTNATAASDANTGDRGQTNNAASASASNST
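test system = GST-tagged human GSK3beta kinase, cell-free | reagent = 25 µM ATP with peptide substrate | dosing = one dose of 10 µM per compound | schedule = 60 min reaction, RT | detection = luminescent ADP-Glo measurement of ADP formed | control set = DMSO neutral wells and GW8510 at 20 µM as positive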
Platelet DG rel – inhibitors of platelet dense granule secretion, primary screen, cell-based, MLPCN, human platelets; human platelet-rich plasma, SFLLRN dense granule ATP release, luminescence; inhibition, %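 (compounds screened at 7.5 µM in platelet-rich plasma)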; 300,000 compounds, 0.22% hits; AID 1663, 2009;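 active means mean replicate score, as percent of positive control, at or above 50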
HSP90 inh – HSP90 inhibitors, primary screen, cell lysate, luminescence; inhibition, % at 5.6 µM; Rabbit reticulocyte lysate, luciferase refolding luminescence, 3 h; AID 1789, 2009; 290,000 compounds, 0.91% hits;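 active means inhibition above the screen-wide mean plus 3 SD, computed separately per campaign, cut at about 16% in these data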;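 further: 0% = DMSO wells and 100% = 60 µM geldanamycin wells; inhibitors lower the luminescence because luciferase stays unfolded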
aSyn 5UTR inh – MLPCN primary screen, SNCA 5' untranslated region; inhibition, % (tested at 7.5 µM); 300,000 compounds, 0.82% hits; alpha-synuclein 5'UTR reporter, inhibitor activity; in the data active means inhibition above about 60%;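 further: H4 neuroglioblastoma cells stably carrying SNCA 5'UTR luciferase fusion; 0% = DMSO wells and 100% = positive control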
Numbers without * were called inactive; / = no result given. An excerpt; the hit share may differ from the screen's.

[1] COc1ccc(N2CCN(C(=O)C34CCC(C)(C(=O)C3)C4(C)C)CC2)cc1 (stereo unspecified)
[2] CC(C)C[C@@]12C(=O)N(c3cccc(Br)c3)C(=O)N1[C@H](c1ccc(F)cc1)[C@@H]1C(=O)N(C3CCCCC3)C(=O)[C@@H]12
[3] COc1cc(/C=N/Nc2nc(=O)[nH]nc2C)ccc1O
[4] COc1ccc(/C(N)=N/OC(=O)/C=C/c2ccccc2)cc1
[5] CC(C)(C)c1ccc(NC(=O)Cn2cnc3cc([N+](=O)[O-])ccc3c2=O)cc1
[6] CCCCCCCCCC[N+](C)(C)CC/C=C1/c2ccccc2Sc2ccc(Cl)cc21
[7] CCOc1ccc2nc(-c3ccccc3)nc(SCC(=O)OC)c2c1
[8] COc1ccc(CCNC(=O)C(=O)NCC2OCCN2S(=O)(=O)c2ccc(F)cc2)cc1OC (stereo unspecified)

compound no. | 1 | 2 | 3 | 4 | 5 | 6 | 7 | 8
IEC-6 tox | -3 | / | -6 | -6 | 0 | -2 | -8 | 5
HSF1 activator | -17 | -5 | -3 | 54* | 13 | 16 | 8 | 3
KLF5 inhibitor | 1 | / | -8 | -30 | -22 | -29 | -50 | -21
HSF1 inh | -3 | 5 | -5 | 35 | 3 | 0 | -8 | 4
Dyrk1A ADPGlo | -3 | 4 | 36 | 1 | 0 | -4 | -6 | -3
GSK3 alpha inh | 1 | -1 | 7 | -3 | -1 | 5 | -1 | 1
GSK3B inh | 4 | -11 | -3 | 2 | 2 | -6 | 0 | -1
Platelet DG rel | 16 | -2 | 4 | 2 | -3 | 1 | -2 | 7
HSP90 inh | -1 | / | 9 | 1 | 0 | 13 | -1 | -1
aSyn 5UTR inh | 9 | 22 | -26 | -88 | 7 | 19 | 14 | -2

[9] C=CCNC(=O)c1ccc(OC)cc1OC
[10] CC(Nc1cc(N2CCN(C(=O)C(C)(C)C)CC2)ccc1[N+](=O)[O-])c1ccccc1 (stereo unspecified)
[11] CC(NS(=O)(=O)OCC(Cl)(Cl)Cl)c1ccc(Br)cc1 (stereo unspecified)
[12] CC(=O)N=c1c(C#N)cc2c(=O)n3cccc(C)c3nc2n1Cc1ccco1
[13] COc1ccc(C(=O)N/N=C\c2ccoc2)cc1
[14] COc1ccc(NC(=S)N2CCN(c3ncccn3)CC2)cc1
[15] CCOc1ccc(/C=N/NC(=O)COc2ccccc2-c2ccccc2)cc1
[16] COc1ccc(-c2ccc(CCC(=O)O)n2CC(=O)Nc2ccccc2C)cc1

compound no. | 9 | 10 | 11 | 12 | 13 | 14 | 15 | 16
IEC-6 tox | 7 | 0 | -5 | -11 | 1 | -1 | 5 | 0
HSF1 activator | -10 | 16 | 7 | -8 | 15 | -10 | -3 | 9
KLF5 inhibitor | -6 | 29 | 6 | -12 | -21 | -27 | -21 | -29
HSF1 inh | -1 | -7 | -3 | 0 | -4 | 7 | -2 | -2
Dyrk1A ADPGlo | 0 | 3 | -1 | / | -4 | -2 | 3 | -3
GSK3 alpha inh | -5 | 2 | 1 | 1 | 2 | 0 | -1 | -1
GSK3B inh | 2 | 4 | 1 | 2 | 1 | 0 | 1 | 1
Platelet DG rel | 1 | 0 | 1 | -16 | 4 | -6 | -8 | 3
HSP90 inh | 2 | 1 | -1 | 1 | -3 | -4 | -3 | 9
aSyn 5UTR inh | 3 | 44 | 12 | -7 | -21 | 13 | -8 | -7

[17] CCOC(=O)c1c(NC(=O)CSc2nnnn2C)sc(CC)c1C
[18] Cc1nnc(NC(=O)CSc2n[nH]c(-c3ccccc3C)n2)s1
[19] O=C(Cc1ccccc1F)Nc1ccc(SC(F)F)cc1
[20] CN(CC(=O)NCCN1CCCCCC1)S(=O)(=O)c1cccc2nsnc12
[21] COc1ccc(CCNC(=O)Cn2c(=O)cnc3ccccc32)cc1
[22] O=C(CSc1nnc(-c2ccncc2)o1)N1CCCCCC1
[23] CCOC(=O)c1[nH]c2ccc(OCC)cc2c1NC(=O)CN1CCN(c2ccccn2)CC1
[24] Cc1cccc(C)c1OC(=O)CN(c1ccc(Cl)cc1)S(C)(=O)=O

compound no. | 17 | 18 | 19 | 20 | 21 | 22 | 23 | 24
IEC-6 tox | 6 | -2 | -3 | 0 | -2 | -2 | -5 | -4
HSF1 activator | 28 | 20 | 59* | 1 | -12 | -3 | -5 | 9
KLF5 inhibitor | -27 | -23 | -172 | -37 | 0 | -13 | 12 | 5
HSF1 inh | 10 | -2 | 27 | -6 | -4 | 4 | -5 | -1
Dyrk1A ADPGlo | -2 | 2 | -10 | 6 | 4 | / | -6 | -3
GSK3 alpha inh | 1 | -3 | -1 | 1 | 0 | / | -4 | -1
GSK3B inh | 0 | / | -1 | -4 | 0 | -6 | 0 | 2
Platelet DG rel | -14 | 15 | 21 | 0 | -3 | 2 | -3 | 0
HSP90 inh | 5 | -4 | -4 | -2 | -1 | 1 | -1 | 2
aSyn 5UTR inh | 21 | 1 | -137 | -12 | -16 | -4 | 6 | 23

Values by screen from the entries so far:
KLF5 inhibitor for entries 10–13: 29, 6, -12, -21
IEC-6 tox for entries 10–13: 0, -5, -11, 1
GSK3B inh for entries 10–13: 4, 1, 2, 1

The results go on:
[25] COc1cc(/C=C/C(=O)OCC(=O)N2CC(=O)Nc3ccccc32)ccc1O
[26] COc1ccccc1/C=C/CN1CC(C)OC(C)C1 (stereo unspecified)
[27] CC(=O)Nc1nc(N(C)C)nc(N(C)C)n1
[28] CC(C)C(=O)Nc1ccc(NC(=O)c2ccc([N+](=O)[O-])cc2Cl)cc1
[29] CCCCNc1c(C(=O)OCC)c(C)nc2c1cnn2CC
[30] O=C(CN1C(=O)c2ccccc2C1=O)NCC1CCCO1 (stereo unspecified)
[31] CCOC(=O)C1CCN(C(=O)COc2ccc(S(=O)(=O)NC(C)(C)C)cc2)CC1
[32] O=C(Nc1cccc(-c2nc3ncccc3o2)c1)c1sc2cc(Cl)ccc2c1Cl

compound no. | 25 | 26 | 27 | 28 | 29 | 30 | 31 | 32
IEC-6 tox | -1 | 3 | -2 | 9 | / | 2 | -6 | -5
HSF1 activator | -1 | -2 | -7 | 1 | -2 | -9 | 23 | -7
KLF5 inhibitor | -33 | -9 | 16 | -29 | / | -3 | -11 | -49
HSF1 inh | -1 | -6 | -3 | 0 | -9 | -6 | -6 | 2
Dyrk1A ADPGlo | -3 | -2 | 0 | -4 | 5 | -1 | 2 | 1
GSK3 alpha inh | 1 | -3 | 0 | 0 | -4 | -1 | 4 | 0
GSK3B inh | -3 | -3 | -1 | 1 | 1 | -2 | 2 | 4
Platelet DG rel | -4 | -1 | -4 | -2 | -6 | -7 | 2 | 1
HSP90 inh | -2 | 4 | 0 | -5 | / | 0 | 0 | 0
aSyn 5UTR inh | 3 | 4 | -5 | 16 | 34 | 8 | 8 | -19

[33] COc1cnc(SCc2ccc(Cl)cc2)nc1Cl
[34] CN1CCN(c2ccccc2NC(=O)COc2ccc(Br)cc2)CC1
[35] O=S(=O)(NCc1ccc(Cl)cc1)NCc1ccc(Cl)cc1
[36] CC1(C)CC(=O)C(CS(=O)(=O)c2ccccc2)=C(O)C1
[37] CCC(C)(C)NC(=O)C(c1cccn1C)N(Cc1ccc(C)cc1)C(=O)Cn1nnc2ccccc21 (stereo unspecified)
[38] Cc1c(NC(=O)C(C)N2C(=O)C3CCCCC3C2=O)c(=O)n(-c2ccccc2)n1C (stereo unspecified)
[39] O=C(Nc1nnc(C2CC2)s1)c1n[nH]c(=O)c2ccccc12
[40] COc1cccc(NC(=O)CN2CCN(CC(=O)Nc3ccccc3Cl)CC2)c1

compound no. | 33 | 34 | 35 | 36 | 37 | 38 | 39 | 40
IEC-6 tox | -11 | 2 | 0 | -7 | -4 | -3 | 2 | -3
HSF1 activator | 40 | -8 | -16 | -2 | 14 | -4 | -19 | -15
KLF5 inhibitor | 5 | 8 | -13 | 0 | 2 | -11 | 0 | -10
HSF1 inh | 16 | -1 | 2 | -6 | -4 | -4 | -5 | 3
Dyrk1A ADPGlo | 5 | 3 | 4 | -9 | 0 | -2 | -5 | 3
GSK3 alpha inh | -1 | -3 | -2 | -1 | 2 | -4 | 0 | 4
GSK3B inh | 1 | 1 | 0 | -2 | 2 | 2 | 3 | 0
Platelet DG rel | -5 | -3 | 1 | -7 | -1 | -10 | 0 | 9
HSP90 inh | -1 | -2 | 2 | -1 | 2 | 0 | -4 | 2
aSyn 5UTR inh | -8 | -10 | -12 | 7 | -27 | -7 | -14 | 5

Sorted by the number under HSP90 inh (rising): 3 from the list above
item	SMILES	HSF1 activator	KLF5 inhibitor	HSF1 inh	Dyrk1A ADPGlo	GSK3 alpha inh	GSK3B inh	Platelet DG rel	HSP90 inh	aSyn 5UTR inh
33	COc1cnc(SCc2ccc(Cl)cc2)nc1Cl	40	5	16	5	-1	1	-5	-1	-8
27	CC(=O)Nc1nc(N(C)C)nc(N(C)C)n1	-7	16	-3	0	0	-1	-4	0	-5
9	C=CCNC(=O)c1ccc(OC)cc1OC	-10	-6	-1	0	-5	2	1	2	3

(next part)
[41] O=C(O)c1ccc(NC(=O)c2cccc(N3C(=O)C4C5CCC(C5)C4C3=O)c2)cc1 (stereo unspecified)
[42] COc1ccc(-c2cc(=O)oc3cc(OCC(=O)Nc4ccccn4)ccc23)cc1
[43] O=C(O)c1cccc(CN2C(=O)S/C(=C/c3ccccc3[N+](=O)[O-])C2=O)c1
[44] COc1ccc2c(c1)c(CC(=O)Nc1ccc(C(C)=O)cc1)c(C)n2C(=O)c1ccc(Cl)cc1
[45] COc1ccc(N2C(=O)C(CC(=O)Nc3ccccc3)N(Cc3ccc4c(c3)OCO4)C2=O)cc1 (stereo unspecified)

compound no. | 41 | 42 | 43 | 44 | 45
IEC-6 tox | -2 | -1 | -6 | -2 | -5
HSF1 activator | -4 | 5 | 15 | 19 | 1
KLF5 inhibitor | 2 | -16 | 14 | -22 | -11
HSF1 inh | -2 | 3 | 6 | 4 | 11
Dyrk1A ADPGlo | -3 | 0 | 2 | -4 | 6
GSK3 alpha inh | 2 | -2 | -3 | 0 | -1
GSK3B inh | 1 | 1 | 0 | 2 | -1
Platelet DG rel | -2 | -14 | -25 | 7 | -3
HSP90 inh | -4 | 0 | 8 | -2 | -1
aSyn 5UTR inh | -18 | 10 | -45 | -43 | 16

Compound activity deposited in PubChem by several laboratories.
